High-throughput results (PubChem BioAssay)
Mcl1 Noxa PPI: Mcl-1/Noxa interaction inhibition. 220,000 compounds, 1.5% hits. inhibition, % at 21.7 µM. TR-FRET Mcl-1/Noxa peptide binding, 2 h;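 active means compounds that cut the protein-peptide binding signal by more than 50% relative to plate controls in a single-dose test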;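 further: His-tagged Mcl-1 with rhodamine Noxa BH3 peptide and terbium anti-His antibody; 0% = Mcl-1 plus Noxa peptide wells and 100% = peptide-only wells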
Target sequence (Q07820 whole entry, looked up): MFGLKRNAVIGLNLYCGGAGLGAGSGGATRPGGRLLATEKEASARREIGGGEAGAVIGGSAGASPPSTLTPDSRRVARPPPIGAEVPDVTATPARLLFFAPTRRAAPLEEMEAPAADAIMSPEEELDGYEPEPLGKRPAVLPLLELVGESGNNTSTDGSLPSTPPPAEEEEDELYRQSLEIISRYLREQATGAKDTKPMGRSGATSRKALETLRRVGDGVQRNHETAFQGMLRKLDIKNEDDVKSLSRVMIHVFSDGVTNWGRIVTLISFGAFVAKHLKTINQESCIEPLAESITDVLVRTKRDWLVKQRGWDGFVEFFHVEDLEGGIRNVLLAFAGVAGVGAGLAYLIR
HRas wt GTP bind: human HRas wildtype GTP binding, change in either direction; GST-Ras wt beads, Bodipy-FL-GTP binding, flow cytometry; actives lie on both sides; 190,000 compounds, 0.14% hits; GTP binding activity, % at 10 µM; AID 759; P01112;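 active means GTP binding activity at least 20% away from the 100% baseline, either lowered as inhibitor or raised as activator; inconclusive means flagged as likely green fluorescent, judged across all proteins in the well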;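 further: 0% = unlabeled GTP competition control and 100% = no-compound control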
Target sequence (P01112 whole entry, looked up): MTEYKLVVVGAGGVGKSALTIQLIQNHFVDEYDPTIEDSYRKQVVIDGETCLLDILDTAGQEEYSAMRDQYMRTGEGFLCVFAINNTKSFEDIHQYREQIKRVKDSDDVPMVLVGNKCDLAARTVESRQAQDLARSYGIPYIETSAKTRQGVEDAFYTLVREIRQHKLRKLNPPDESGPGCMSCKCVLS
Rac1 wt GTP bind: modulators of human Rac1 wildtype GTP binding; P63000; GST-Rac1 beads, fluorescent GTP binding, flow cytometry; actives lie on both sides; 0 = cold GTP competed, 100 = untreated; GTP binding activity (% of control), % at 10 µM; 190,000 compounds, 0.27% hits;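 active means GTP binding activity at least 20 points away from the 100% control level, either lower or higher; inconclusive means compound flagged as likely green fluorescent, judged across all proteins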
Rac1 mut GTP: alters GTP binding to activated mutant human Rac1. P63000. GST-Rac1 activated beads, fluorescent GTP binding, flow cytometry; actives lie on both sides; 100% means binding = to untreated wells. percent activity (GTP binding), % at 10 µM. 190,000 compounds, 0.11% hits. AID 764;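 active means GTP binding at least 20 percentage points away from the 100% baseline, in either direction, so actives lie on both sides; inconclusive means Compound likely fluorescent itself, or too few beads counted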
Avidin bead fluor: compound fluoresces at 488/530 nm on avidin beads; 220,000 compounds, 0.38% hits; AID 1775; compound fluorescence 488/530 nm, flow cytometry; hits give high values; fluorescence (KMESF) at 10 µM; in the data active means fluorescence above about 47; further: inactives centre near 10
Cdc42 wt GTP: changes GTP binding to wildtype human Cdc42. GST-Cdc42 beads, Bodipy-GTP binding, flow cytometry; actives lie on both sides. AID 761. 190,000 compounds, 0.2% hits. percent activity (GTP binding), % at 10 µM;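 active means percent activity GTP binding at least 20 points away from the 100% baseline, either down as inhibitor or up as activator; inconclusive means compound flagged as likely green fluorescent from well-wide comparison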;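 further: median bead fluorescence of bound Bodipy-FL-GTP at 100 nM; 0% = excess unlabeled GTP control and 100% = no compound control; below 100% means less GTP binding so inhibitor and above means activator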
Target sequence (P60953 whole entry, looked up): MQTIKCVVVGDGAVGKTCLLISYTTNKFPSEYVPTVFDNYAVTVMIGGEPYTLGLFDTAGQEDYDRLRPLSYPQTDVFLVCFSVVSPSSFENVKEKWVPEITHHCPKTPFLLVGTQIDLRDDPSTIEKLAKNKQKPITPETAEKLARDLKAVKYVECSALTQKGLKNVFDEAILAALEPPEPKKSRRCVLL
Pf gametocyte: P. falciparum stage V gametocyte viability inhibition; P. falciparum stage V gametocytes, ATP luminescence, 24 h; inhibition, % at 10.9 µM; 150,000 compounds, 0.065% hits; AID 743093;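 active means inhibition above the mean plus 3 SD of compounds within the control limits, set per campaign, cut at about 38% in these data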;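 further: 0% = DMSO wells and 100% = medium only without gametocytes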
Rab7 wt modul: modulators of GTP binding to dog Rab7 wildtype GTPase. GST-Rab7 beads, fluorescent GTP binding, flow cytometry; actives lie on both sides; untreated = 100%, excess cold GTP = 0%. GTP binding activity (percent of control), % at 10 µM. 190,000 compounds, 0.055% hits. AID 758;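 active means fluorescent GTP binding to Rab7 beads changed by at least 20 points from the 100% baseline, either direction, mostly lower; inconclusive means compound itself probably fluorescent, or too few beads counted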;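 further: median green fluorescence of bound Bodipy-FL-GTP per Rab7 bead population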
GSH bead fluor: compound fluoresces at 488/530 nm on GSH beads; GSH beads flow cytometry, compound fluorescence 488/530 nm; hits give high values; fluorescence (KMESF) at 10 µM; 190,000 compounds, 0.25% hits; in the data active means fluorescence above about 89;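 further: glutathione beads carrying GST-tagged Bcl family fusion proteins plus one bare bead set; values are compound well signal with DMSO vehicle wells as background; inactives centre near 16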
Rab2A wt mod: changes GTP binding to wildtype dog Rab2A, up or down. P61105. GST-Rab2 wt beads, Bodipy-GTP binding, flow cytometry. GTP binding activity, % at 10 µM. 190,000 compounds, 0.19% hits. AID 760;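 active means GTP binding activity at least 20 points away from 100%, either lowered or raised; inconclusive means signal likely due to the compound's own green fluorescence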;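 further: 0% = beads with excess unlabeled GTP and 100% = no-compound control corrected for plate trend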
Mcl1-Bid inh: Mcl-1/Bid interaction inhibition | TR-FRET Mcl-1/Bid-Dy647 peptide binding, 1536-well | inhibition, % at 21.7 µM | 220,000 compounds, 0.97% hits | AID 1021;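 active means compounds that cut the binding signal by more than half at the single screening dose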;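 further: His-tagged Mcl-1 with europium anti-His antibody binding Bid BH3 peptide; 0% = Mcl-1 plus peptide wells and 100% = peptide-only wells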
The depositor's hits bear a star; ? = inconclusive; nt = no result given.

SMILES	Mcl1 Noxa PPI	HRas wt GTP bind	Rac1 wt GTP bind	Rac1 mut GTP	Avidin bead fluor	Cdc42 wt GTP	Pf gametocyte	Rab7 wt modul	GSH bead fluor	Rab2A wt mod	Mcl1-Bid inh
COc1cc2c(cc1OC)C(Nc1ccc(S(N)(=O)=O)cc1)=NC(C)(C)C2	11.6	95.0	103.0	99.0	14	101.0	12.3	92.0	9	98.0	10.9
O=C(NCCc1ccccn1)c1n[nH]c(=O)c2ccccc12	7.5	103.0	102.0	100.0	7	101.0	2.5	103.0	26	102.0	-47.8
COc1ccc(-n2c(SCC#N)nnc2-c2cccnc2)cc1	1.1	102.0	106.0	101.0	6	105.0	nt	97.0	21	103.0	2.5
COc1ccc(CCNc2ncnc3[nH]ncc23)cc1OC	15.6	97.0	97.0	99.0	5	97.0	-33.2	98.0	13	96.0	-25.1
c1csc(C(c2nnnn2C2CCCC2)N2CCOCC2)c1 (centres undefined)	-10.4	101.0	105.0	101.0	7	101.0	nt	100.0	11	100.0	-30.4
CCOC(=O)C(CCC#N)(CCC#N)C(=O)OCC	-5.2	104.0	106.0	103.0	9	106.0	-20.4	98.0	5	102.0	-11.8
Cc1ccc(S(=O)(=O)NC(=O)N2CCC(C)CC2)cc1	-26.9	97.0	99.0	97.0	5	99.0	nt	99.0	47	97.0	-6.0
O=C(c1cccc(Br)c1)N1CCCC1	-8.5	101.0	100.0	95.0	15	95.0	nt	96.0	46	99.0	7.1
Nc1ncnc(Oc2ccccc2F)c1[N+](=O)[O-]	10.0	96.0	97.0	95.0	9	97.0	1.6	104.0	16	97.0	-30.2
COC(=O)c1c(NC(=O)CSc2nnc3ccccn23)sc2c1CCC2	-2.5	101.0	98.0	101.0	13	101.0	8.2	101.0	24	100.0	-65.7
O=C(CC1SC(=O)NC1=O)Nc1ccc(Cl)cc1 (centres undefined)	32.4	97.0	98.0	89.0	9	94.0	0.3	105.0	18	99.0	11.1
Cc1cccc(Nc2ccccc2)c1	12.1	101.0	103.0	99.0	35	102.0	nt	101.0	26	100.0	-31.7
CC(C)(C)OC(=O)N1CCOCCOCCNCCOCCOCC1	21.4	101.0	106.0	102.0	20	102.0	nt	95.0	22	101.0	-5.3
CCOc1ccc(C2=Nc3ccccc3C(c3ccc(N4CCOCC4)cc3)=NN2)cc1	-0.8	99.0	100.0	98.0	24	98.0	-1.0	96.0	16	100.0	-14.9
CCn1c(C(Cc2ccccc2)NC(=O)COC)nc2ccccc21 (centres undefined)	-0.5	100.0	106.0	102.0	9	102.0	nt	104.0	21	101.0	-6.1
O=[N+]([O-])c1cc(/C=N/Nc2nc3ccccc3[nH]2)c(O)cc1O	74.7*	97.0	95.0	96.0	15	94.0	-12.4	98.0	15	95.0	-130.5
Cc1ccc(-c2csc(=S)n2CC(=O)OCC(=O)NCc2ccco2)cc1	18.4	100.0	101.0	99.0	4	99.0	nt	100.0	41	100.0	-0.7
CC(=O)Cc1nsc(NC(=O)c2cn(-c3ccccc3)nc2-c2ccc(Br)cc2)n1	-18.4	100.0	105.0	99.0	38	103.0	2.1	100.0	12	101.0	3.1
Cn1c(CN2CCCCC2)nc2cc(NS(=O)(=O)c3ccc(Cl)cc3)ccc21	6.3	101.0	102.0	100.0	5	101.0	nt	104.0	48	102.0	10.7
Cc1cccc(NC(=O)CSc2nnc(CSc3nc(C)cc(C)n3)n2Cc2ccco2)c1	-13.1	102.0	105.0	97.0	10	99.0	12.6	109.0	6	105.0	-18.2
CSc1c(C#N)sc(=S)n1-c1ccc(C)cc1	8.2	93.0	91.0	93.0	10	92.0	12.5	98.0	16	95.0	-40.3
CC(OC(=O)c1ccccc1Br)C(=O)Nc1nc(-c2cccc([N+](=O)[O-])c2)cs1 (centres undefined)	15.4	96.0	101.0	98.0	10	98.0	1.5	95.0	11	94.0	-23.2
CCCC(C)NC(=O)c1cc(C(=O)OC)cc([N+](=O)[O-])c1 (centres undefined)	18.1	101.0	103.0	98.0	1	100.0	-6.7	100.0	7	101.0	-1.9
C=CCN(C(C)=O)C1CC(=O)N(c2ccc(OCCC)cc2)C1=O (centres undefined)	-9.4	100.0	100.0	97.0	8	103.0	-12.1	97.0	30	99.0	-7.0
O=C(CSc1ccc(Cl)cc1)Nn1cnnc1	-0.3	103.0	99.0	98.0	7	100.0	-12.8	103.0	24	101.0	1.9
Additional compounds follow.
SMILES	Mcl1 Noxa PPI	HRas wt GTP bind	Rac1 wt GTP bind	Rac1 mut GTP	Avidin bead fluor	Cdc42 wt GTP	Pf gametocyte	Rab7 wt modul	GSH bead fluor	Rab2A wt mod	Mcl1-Bid inh
Cc1ccc2nc(SCc3ccc([N+](=O)[O-])cc3)[nH]c2c1	-2.0	?	?	?	5	?	nt	?	16	?	-13.2
O=C(NCc1cccs1)c1ccc(N2CCCCC2)nc1	-6.4	99.0	103.0	97.0	13	103.0	nt	101.0	26	100.0	-2.7
COc1ccc(CNC(=O)c2ccc[nH]2)cc1	2.7	96.0	100.0	96.0	8	99.0	nt	96.0	20	98.0	-14.8
COc1cccc(CSc2nc3ccccc3[nH]2)c1	8.0	97.0	99.0	96.0	12	99.0	nt	97.0	12	96.0	4.9
O=C(NC1CCCC1)c1cnc2n(c1=O)CCS2	-5.3	103.0	103.0	100.0	7	104.0	nt	103.0	16	103.0	9.7
Cc1ccnc(N2CCC(C(=O)NNC(=O)c3ccccc3C)CC2)n1	8.0	98.0	102.0	99.0	10	98.0	-2.6	98.0	11	97.0	-7.5
COc1ccc(-n2nc([N+](=O)[O-])c(=NCCCN3CCCC3=O)n2O)cc1	6.7	93.0	91.0	92.0	11	91.0	-2.6	100.0	14	97.0	-22.2
COCCNc1nc2nonc2nc1N1CCC(N(C)C)C1 (centres undefined)	10.6	97.0	99.0	94.0	14	94.0	10.9	97.0	16	96.0	-12.1
CCCCOC(=O)CCc1c(C)[nH]c(=S)[nH]c1=O	3.6	96.0	95.0	93.0	36	98.0	nt	95.0	13	96.0	-49.7
CCOc1ccc(C(=O)Nc2cccc(SC)c2)cc1	-7.1	101.0	105.0	100.0	5	102.0	4.0	98.0	10	102.0	-11.0
O=C(NCC(=O)N(CCN1CCOCC1)C(C(=O)NC1CCCC1)c1cccs1)c1ccco1 (centres undefined)	4.0	106.0	104.0	101.0	14	107.0	2.8	96.0	24	108.0	-14.9
O=C(Nc1nnc(C(F)(F)F)s1)c1ccc(Br)s1	-0.7	88.0	94.0	91.0	9	91.0	6.3	96.0	17	91.0	7.4
CC(C)C(Sc1nc(-c2ccccc2)cc(-c2ccccc2)c1C#N)C(=O)O (centres undefined)	2.8	91.0	89.0	87.0	5	88.0	-19.2	92.0	9	90.0	-17.0
CSCCC(NC(=O)c1ccc(Cl)cc1)C(=O)OCC(C)=O (centres undefined)	16.7	102.0	101.0	99.0	10	97.0	-36.5	112.0	18	106.0	-37.1
COc1cccc(/C=C2\SC(=S)N(C(Cc3ccccc3)C(=O)O)C2=O)c1 (centres undefined)	9.1	93.0	91.0	86.0	12	90.0	nt	98.0	14	88.0	-3.3
Cc1noc(C)c1S(=O)(=O)N1CCCC(C(=O)NCCc2ccccc2)C1 (centres undefined)	18.1	103.0	104.0	98.0	20	104.0	7.5	100.0	17	101.0	-11.5
COc1ccccc1NC(=O)COC(=O)c1cnc(C)cn1	14.3	100.0	102.0	95.0	9	101.0	2.6	94.0	14	95.0	-19.1
COc1ccc(OC)c(C2NC(=O)NC(C)=C2C(=O)Nc2ccc(C)cc2)c1 (centres undefined)	9.4	100.0	105.0	105.0	7	104.0	nt	98.0	10	99.0	1.0
Cc1ccc(N2N=C(c3ccc(F)cc3)CC2c2ccco2)cc1 (centres undefined)	26.4	99.0	105.0	97.0	15	98.0	9.6	104.0	12	100.0	-73.0
O=C(Nc1ccc(C(=O)NC2CCCCC2)cc1)c1cccnc1	2.4	97.0	99.0	96.0	9	98.0	-21.7	106.0	19	101.0	-2.5
Cn1c(SCC(=O)NC2CC2)nnc1-c1ccco1	-4.6	98.0	108.0	99.0	7	103.0	nt	95.0	43	98.0	-35.9
COc1cc(C(=O)n2nc(C)cc2C)cc(OC)c1OC	-8.6	103.0	106.0	101.0	11	104.0	4.1	102.0	14	104.0	-37.3
Cc1cccc(NC(=O)c2ccc3ccccc3n2)n1	5.7	101.0	110.0	102.0	6	104.0	-0.6	101.0	10	100.0	-24.0
COc1ccc(Nc2nc(NCc3ccco3)nc(N/N=C/c3ccccc3Cl)n2)cc1	17.1	100.0	104.0	99.0	13	100.0	-0.1	98.0	16	100.0	-2.0
CN(C)S(=O)(=O)Oc1ccc(Cl)cc1C(=O)Nc1cccc(C(F)(F)F)c1	-3.1	106.0	104.0	101.0	16	108.0	nt	104.0	17	105.0	5.9
Further compounds.
SMILES	Mcl1 Noxa PPI	HRas wt GTP bind	Rac1 wt GTP bind	Rac1 mut GTP	Avidin bead fluor	Cdc42 wt GTP	Pf gametocyte	Rab7 wt modul	GSH bead fluor	Rab2A wt mod	Mcl1-Bid inh
CCOc1ccc(NS(=O)(=O)c2cnc(Cl)c(Cl)c2)cc1	3.0	97.0	99.0	97.0	14	100.0	-0.8	97.0	24	99.0	-2.6
Cn1c(C(=O)NC2CCCCC2)cc2sccc21	-10.0	100.0	105.0	100.0	6	100.0	21.0	98.0	42	100.0	-1.4
O=C(N/N=C/c1cccc([N+](=O)[O-])c1O)c1cccs1	1.8	95.0	97.0	93.0	16	98.0	5.2	95.0	11	93.0	-72.8
Cc1ccc(S(=O)(=O)N2CCC(=O)N(CCOCc3ccc(Cl)cc3)CC2)cc1	11.7	104.0	105.0	101.0	10	101.0	13.0	99.0	18	101.0	6.7
O=C(N/N=C/c1ccc(Br)s1)Nc1ccccc1	4.7	101.0	103.0	95.0	11	101.0	-21.1	104.0	15	101.0	-16.3
Nc1cc(N)nc(SCC(=O)c2ccccc2)n1	15.7	100.0	100.0	99.0	41	101.0	nt	102.0	18	102.0	-26.7
Oc1cccc2ccc(/C=C/c3ccc(Br)s3)nc12	-7.8	100.0	96.0	95.0	20	97.0	nt	102.0	12	98.0	-37.9
Cc1csc(SCC(=O)c2cc(C)n(Cc3cccs3)c2C)n1	19.1	101.0	99.0	99.0	31	98.0	1.6	95.0	13	97.0	-84.2
Cc1ccccc1NC(=O)C1C2/C=C\CCCCC21 (centres undefined)	16.3	96.0	99.0	97.0	22	97.0	-46.0	94.0	14	98.0	2.6
O=C(CN(C(=O)Cn1nnc(-c2cccs2)n1)c1ccc2c(c1)OCCO2)NC1CCCCC1	12.3	99.0	97.0	97.0	21	100.0	nt	98.0	11	100.0	-56.8
